# KCNQ2 inh: KCNQ2 potassium channel inhibitors, primary screen, cell-based, CHO-K1, FluxOR thallium flux, B-score (AID 2156). 20 min; stronger effect = lower value. B-score at 10 µM. actives 1.1% (n = 310,000);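 active = fluorescence ratio B-score at most minus 3 library SDs, with starting brightness B-score within 2 library SDs, cut at about -5.5 in these data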
# STK33 kinase inh: inhibitors of human STK33 kinase; purified STK33, MBP phosphorylation, ADP-Glo luminescence; actives 0.073% (n = 320,000); inhibition, % at 10 µM;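 active = inhibition at or above 25%, using the most active replicate where run in duplicate; inactive = inhibition below 25%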
# Target sequence (Q9BYT3 whole entry, looked up): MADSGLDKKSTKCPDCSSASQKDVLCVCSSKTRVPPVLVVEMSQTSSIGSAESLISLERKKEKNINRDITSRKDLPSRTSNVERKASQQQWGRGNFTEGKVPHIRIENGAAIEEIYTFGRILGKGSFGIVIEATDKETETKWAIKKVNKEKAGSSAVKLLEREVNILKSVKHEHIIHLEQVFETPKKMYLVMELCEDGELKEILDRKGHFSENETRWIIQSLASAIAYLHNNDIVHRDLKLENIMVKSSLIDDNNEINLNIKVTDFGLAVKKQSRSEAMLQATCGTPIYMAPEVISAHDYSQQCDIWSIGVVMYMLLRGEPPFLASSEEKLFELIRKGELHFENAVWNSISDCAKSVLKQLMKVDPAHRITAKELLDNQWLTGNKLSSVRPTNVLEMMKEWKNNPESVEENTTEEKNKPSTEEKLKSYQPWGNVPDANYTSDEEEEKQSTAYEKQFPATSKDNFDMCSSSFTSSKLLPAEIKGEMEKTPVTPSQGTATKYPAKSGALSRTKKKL
# OX1R antag: blocks the human orexin 1 receptor | OX1R-expressing cells, FRET antagonist read-out | O43613 | AID 485270 | inhibition, % at 6.6 µM | actives 1.8% (n = 330,000); in the data active = inhibition mostly above about 38%, no sharp cut-off; inactive = mostly below about 40%;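 note: 0% = agonist challenge alone and 100% = reference antagonist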
# Target sequence (O43613 whole entry, looked up): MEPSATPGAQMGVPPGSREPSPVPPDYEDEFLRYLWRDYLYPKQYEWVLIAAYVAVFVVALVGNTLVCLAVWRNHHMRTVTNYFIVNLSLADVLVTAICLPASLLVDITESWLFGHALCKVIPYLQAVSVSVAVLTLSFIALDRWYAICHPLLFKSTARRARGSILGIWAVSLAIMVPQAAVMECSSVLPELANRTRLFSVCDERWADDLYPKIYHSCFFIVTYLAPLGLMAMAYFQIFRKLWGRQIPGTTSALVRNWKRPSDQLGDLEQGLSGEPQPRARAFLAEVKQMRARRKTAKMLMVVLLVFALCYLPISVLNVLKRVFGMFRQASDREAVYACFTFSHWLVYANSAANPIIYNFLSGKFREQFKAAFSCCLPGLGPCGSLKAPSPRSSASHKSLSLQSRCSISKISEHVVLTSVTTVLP
# Numbers without * were called inactive; i = inactive; . = no result given. Only part of the results is shown, so the mix of outcomes need not match the whole.
Structure | OX1R antag | STK33 kinase inh | KCNQ2 inh
Nc1ccc(CCN2CCCC2)cc1 | 3 | 0.3 | i
c1cncc(C2CC(c3cccs3)n3ncnc3N2)c1 (stereo unspecified) | -4 | -0.3 | i
O=c1[nH]c(O)c(N=Nc2ccc3c(c2)OCCO3)c(=O)[nH]1 | 64* | 2.3 | i
CC(Cc1ccccc1)NC(=O)Cc1ccc([N+](=O)[O-])cc1 (stereo unspecified) | -1 | 0.1 | i
COC(=O)C1=C(c2ccc(OC)c(OC)c2)C[C@@H]2CC[C@H]1N2C(=O)NCCOc1ccc(OC)cc1 | 9 | 0.7 | .
COC(=O)C1=C(c2ccccc2OCc2ccccc2)C[C@@H]2CC[C@H]1N2C(=O)NCc1ccc(C(C)(C)C)cc1 | 11 | -0.5 | .
O=c1oc2ccccc2c(O)c1C(c1ccccn1)c1c(O)c2ccccc2oc1=O | 19 | -0.5 | i
COc1ccc(CCNCc2ccccc2F)cc1 | -1 | 0.6 | i
CC1CCN(CC#CCOc2ccc(Cl)cc2)CC1 | 11 | . | i
COc1ccc(C(C)=O)cc1CC(C(=O)c1ccc(C)cc1)N(C)C (stereo unspecified) | 10 | -0.5 | i
CCCCN1C(=O)NC(=O)C2(Cc3c(nc4c(C)cccn4c3=O)N3CCc4ccccc4C32)C1=O (stereo unspecified) | 1 | 1.6 | i
O=c1c2ccccc2nc(-c2ccccc2)n1-c1nccs1 | 11 | 2.0 | i
CCCNC(=O)N1[C@H]2CC[C@@H]1C(C(=O)OC)=C(c1ccc(F)cc1F)C2 | 5 | 0.4 | .
CCOC(=O)CN1C(=O)C2(C(C#N)=C(N)Oc3ccccc32)C(C(=O)OC)=C1C (stereo unspecified) | 15 | 0.9 | i
CCC(C)N1CCN(C(=O)Cc2ccccc2)CC1 (stereo unspecified) | 19 | -2.4 | i
NCCc1ccc(S(N)(=O)=O)cc1 | 1 | -1.0 | i
CN1CC(C(=O)c2ccc(Cl)cc2)C(c2ccc(N(C)C)cc2)C1 (stereo unspecified) | 4 | . | i
CCCCc1ccc(NC2=NCCCS2)cc1 | 21 | -2.3 | i
CCC(C)C1(CC)C(=O)NC(=O)N=C1N (stereo unspecified) | 12 | -1.1 | i
CC(=O)C1(c2ccccc2)CCN(C(=O)C2CCC(=O)N(CCc3cccc(F)c3)C2)CC1 (stereo unspecified) | 33 | -0.2 | i
CC[N+](C)(CC)CCCOC(=O)C(O)(c1ccccc1)C1CCCCC1 (stereo unspecified) | 15 | -17 | i
Cc1ccc(C2=NC(C)(C)N3C2C3c2ccc([N+](=O)[O-])cc2)cc1 (stereo unspecified) | 30 | -1.2 | i
C[C@H]1C[C@@H](C)C(=O)[C@@H]([C@H](O)CC2CC(=O)NC(=O)C2)C1 | 8 | -1.0 | i
O=C(Cc1ccccc1)N1CCN(CC2CC=CCC2)CC1 (stereo unspecified) | 20 | 1.3 | i
CC1OC(NCCc2ccccc2)C(O)C(O)C1O (stereo unspecified) | 8 | -0.5 | i
O=C(OC1CCN(CCCl)CC1)C(c1ccccc1)c1ccccc1 | 2 | -1.9 | .
O=C(c1cccc(C(F)(F)F)c1)C1CCCN(Cc2ccccc2O)C1 (stereo unspecified) | 16 | 0.0 | i
Cn1cc(C(=O)OCC(=O)N2CCCCC2)c2ccccc21 | 1 | -0.3 | .
O=C1C2CCCN2C(c2cccnc2)N1c1ccc(Cl)c(Cl)c1 (stereo unspecified) | 9 | -1.0 | i
C[N+](C)(N)CCOC(=O)C(O)(c1ccccc1)C1CCCCC1 (stereo unspecified) | 2 | -2.9 | i
CC12CN3CCN(CC(C3)C1O)C2 (stereo unspecified) | 4 | -1.5 | i
C=C1C[C@@H]2[C@H](CC[C@]3(C)C(=O)CC[C@@H]23)[C@@]2(C)C=CC(=O)C=C12 | 14 | -1.7 | i
C[n+]1c(-c2ccccc2)cc(-c2ccc(O)cc2)cc1-c1ccccc1 | 33 | -1.0 | i
CCC1=Nc2cc(C(=O)N3CCC4(CC3)OCCO4)ccc2Sc2ccc(Br)cc21 | 6 | 2.2 | i
Cc1ccccc1NC(=O)CCl | 16 | -0.1 | i
COCCCNC(=O)c1c(NC(=O)c2ccco2)n(Cc2ccccc2)c2nc3ccccc3nc12 | 14 | -1.7 | i
CCOP(=O)(OCC)OCC | -5 | -1.6 | .
CCn1c(O)c(C=NCc2ccccc2)c(=O)[nH]c1=S | 4 | 0.9 | i
CCCCCn1c(=O)c(C(=O)Nc2ccccc2C)c(O)c2ccccc21 | 6 | -0.1 | i
COc1ccc(CNC(=O)/C=C/c2ccc3[nH]cc(CCN(C)C)c3c2)cc1 | 11 | -1.1 | i
CN1CCC(O)(c2ccccc2)C2CCCC21 (stereo unspecified) | -4 | 0.1 | i
O=C1NC(=O)C(CCc2ccncc2)(Cc2cccc(Cl)c2Cl)C(=O)N1c1ccc(Br)cc1 (stereo unspecified) | 32 | -0.1 | i
CCCCCn1c(=O)c(C(=O)Nc2cccc(C)c2)c(O)c2ccccc21 | 11 | -0.7 | i
Cc1ccc(OCC(=O)Nc2ccc(Cl)cc2C(=O)c2ccccc2)cc1 | 12 | -0.3 | i
C=CCn1c(O)c(C(CC)=NCCc2c[nH]c3ccccc23)c(=O)[nH]c1=O | 8 | 1.7 | i
Cc1ccccc1-n1c(O)c(/C=N/NC(=O)c2ccncc2)c(=O)[nH]c1=O | 5 | 1.1 | i
Cc1ccc(CS(=O)(=O)Cc2ccc(C(=O)N3CCC4(CC3)OCCO4)o2)cc1 | 10 | -1.5 | i
COc1ccc(OC)c(C(O)C2CCCCN2)c1 (stereo unspecified) | -10 | 0.8 | i
O=C1CC(=O)N(c2ccc(Cl)cc2Cl)C(=O)N1 | 12 | -1.7 | i
CCCC1C(C#N)=C(N)Oc2c1c(=O)oc1ccccc21 (stereo unspecified) | 14 | 0.4 | i

# Exported with values under each structure: 14 of the compounds above.
# Values run as follows: OX1R antag, STK33 kinase inh, KCNQ2 inh
COCCCNC(=O)c1c(NC(=O)c2ccco2)n(Cc2ccccc2)c2nc3ccccc3nc12
  14, -1.7, i
CCOP(=O)(OCC)OCC
  -5, -1.6, .
CCn1c(O)c(C=NCc2ccccc2)c(=O)[nH]c1=S
  4, 0.9, i
CCCCCn1c(=O)c(C(=O)Nc2ccccc2C)c(O)c2ccccc21
  6, -0.1, i
COc1ccc(CNC(=O)/C=C/c2ccc3[nH]cc(CCN(C)C)c3c2)cc1
  11, -1.1, i
CN1CCC(O)(c2ccccc2)C2CCCC21 (stereo unspecified)
  -4, 0.1, i
O=C1NC(=O)C(CCc2ccncc2)(Cc2cccc(Cl)c2Cl)C(=O)N1c1ccc(Br)cc1 (stereo unspecified)
  32, -0.1, i
CCCCCn1c(=O)c(C(=O)Nc2cccc(C)c2)c(O)c2ccccc21
  11, -0.7, i
Cc1ccc(OCC(=O)Nc2ccc(Cl)cc2C(=O)c2ccccc2)cc1
  12, -0.3, i
C=CCn1c(O)c(C(CC)=NCCc2c[nH]c3ccccc23)c(=O)[nH]c1=O
  8, 1.7, i
Cc1ccccc1-n1c(O)c(/C=N/NC(=O)c2ccncc2)c(=O)[nH]c1=O
  5, 1.1, i
Cc1ccc(CS(=O)(=O)Cc2ccc(C(=O)N3CCC4(CC3)OCCO4)o2)cc1
  10, -1.5, i
COc1ccc(OC)c(C(O)C2CCCCN2)c1 (stereo unspecified)
  -10, 0.8, i
O=C1CC(=O)N(c2ccc(Cl)cc2Cl)C(=O)N1
  12, -1.7, i

# The list continues:
Structure | OX1R antag | STK33 kinase inh | KCNQ2 inh
O/N=C/c1c[nH]c2ccccc12 | 14 | 3.8 | i
Cc1cccnc1NC1=NCC(C)S1 (stereo unspecified) | 14 | -1.9 | i
C[C@]12CCC(=O)CC1CCC1C2CC[C@]2(C)C(OC(=O)CCC(=O)O)CCC12 (stereo partly specified) | 5 | -0.6 | i
FC(F)(F)c1cccc(C2NCc3ccccc3-n3cccc32)c1 (stereo unspecified) | 4 | 0.2 | i
CCOC(=O)C(NC(C)=O)C(OC(C)=O)c1cccc(N(CCCl)CCCl)c1 (stereo unspecified) | 8 | -2.0 | i
COc1cccc(-n2c(O)c(C=NCCN3CCNCC3)c(=O)[nH]c2=S)c1 | -2 | 0.9 | i
COC(=O)C1=C(c2cc3ccccc3o2)C[C@@H]2CC[C@H]1N2C(=O)NCc1ccccc1 | 29 | 0.8 | i
CCC(=NCc1cccnc1)c1c(O)n(Cc2ccccc2)c(=O)[nH]c1=O | 8 | 0.4 | i
CC[C@@]1(O)C(=O)OCc2c1cc1n(c2=O)Cc2cc3c(NC(=O)CN)cccc3nc2-1 | 38* | -0.9 | i
CC(=O)Nc1ccc2c(c1)CC1(C(=O)N(C)C(=O)N(C)C1=O)C1CCCN21 (stereo unspecified) | 11 | -0.6 | i
COC(=O)C1=C(c2ccc(OC(F)(F)F)cc2)C[C@@H]2CC[C@H]1N2C(=O)NCCOc1ccc(OC)cc1 | 8 | -1.5 | .
Cc1cc(OCC(=O)N2CCCN(C)CC2)ccc1Cl | 3 | -2.1 | i
O=C1NC2NC(=O)N([N+](=O)[O-])C2N1 (stereo unspecified) | 10 | 0.6 | i
NS(=O)(=O)OC(CCc1ccccc1)C(Cl)(Cl)Cl (stereo unspecified) | 51 | 0.1 | i
N#CC(c1cccnc1)N1CCOCC1 (stereo unspecified) | 10 | 0.1 | i
COC(=O)C(C)Oc1cc(C)cc2oc(=O)c3c(c12)CCC3 (stereo unspecified) | 18 | -0.4 | i
O=C(O)c1cccc(NC(=O)N2C[C@H]3C[C@@H](C2)c2cccc(=O)n2C3)c1 | 4 | 6.1 | i
Clc1cccc(CN2CCCCC2c2cccnc2)c1 (stereo unspecified) | 10 | 0.7 | i
CCOC(=O)C(O)(c1ccc(N(CC)C(=O)COc2ccccc2)cc1)C(F)(F)F (stereo unspecified) | 17 | 0.0 | i
Cc1ccc(NP(=O)(c2ccccc2)c2nc3ccccc3s2)cc1 (stereo unspecified) | 10 | -0.6 | i
c1ccc(CNC2=NCCS2)cc1 | 6 | -0.9 | i
CNc1cc(N2CCNCC2)ccc1[N+](=O)[O-] | 29 | -1.1 | i
COc1ccc2c(c1OC)C(=O)O[C@H]2[C@@H]1c2cc3c(cc2CCN1C)OCO3 | 17 | -0.8 | .
N=C(N)c1c(O)n(C2CCCCC2)c(=O)n(C2CCCCC2)c1=O | 15 | -2.8 | i
O=P(O)(O)/C=C(\Cl)c1ccccc1 | 20 | -0.5 | i
C[C@]12C[C@@H](O)[C@H](O)CC1=CCC1C2CC[C@@]2(C)C1CC[C@@H]2O (stereo partly specified) | 2 | 0.0 | .
O=C(c1cccn2c(=O)c3cc(Br)ccc3nc12)N1CCC2(CC1)OCCO2 | 7 | -3.6 | i
O=C1OCCN1P(=O)(c1ccccc1)c1ccccc1 | 24 | 1.9 | i
COc1ccc2c(c1O)-c1c(OC)c(OC)cc3c1[C@H](C2)N(C)CC3 | 10 | -2.3 | .
CCn1c(O)c(/C=N/NC(=O)c2ccccc2)c(=O)[nH]c1=S | 11 | -1.3 | i
CCN(CC)P(=O)(Oc1cccc(C)c1)N(CC)CC | 12 | 0.8 | i
CNCC1(c2ccccc2)CCCC1 | 6 | -0.5 | i
CCn1c(O)c(N=Nc2ccc(S(=O)(=O)N3CCOCC3)cc2)c(=O)n(CC)c1=S | 6 | -1.4 | i
COc1ccc2c(c1O)C13CCN(C)C(C2)C1CCC(=O)C3 (stereo unspecified) | 5 | 0.5 | i
Cc1ccc2c(c1)CC1(CN2C)C(=O)NC(=O)N(CCC2=CCCCC2)C1=O (stereo unspecified) | 18 | -2.5 | i
O=C1C2C3CCC(O3)C2C(=O)N1CCO (stereo unspecified) | -6 | -1.4 | i
CCOc1ccccc1-n1c(O)c(C=NCCCN(CC)CC)c(=O)[nH]c1=O | 4 | -4.6 | i
CCN(CC)C(=O)c1ccc(NC(=O)CN2CCc3cc(OC)c(OC)cc3C2)cc1 | 9 | -1.1 | i
CC(=O)N1CCC(N2CCCC(C(=O)c3cccc(Cl)c3)C2)CC1 (stereo unspecified) | 10 | -1.6 | i
Cc1cccc(OCC(=O)N2CCN(Cc3ccncc3)CC2)c1 | 10 | -2.0 | i
O=P(Nc1ccccc1)(Nc1ccccc1)Oc1ccccc1 | 14 | -0.2 | i
[N-]=[N+]=NCc1cn2cccnc2n1 | 10 | -1.7 | i
O=C(COC(=O)Cc1ccccc1)Nc1ncc(Cl)cc1Cl | 31 | -0.4 | i
CCNC(=O)C1OC(n2cnc3c(N)ncnc32)C(O)C1O (stereo unspecified) | 7 | -0.1 | i
COc1cc2c(c(OC)c1OC)-c1ccc(O)cc1[C@@H](NC(C)=O)CC2 | 2 | -1.4 | i
Cc1cc(OCC(=O)NC(Cc2ccc(Cl)cc2)C(=O)O)c2c3c(c(=O)oc2c1)CCCC3 (stereo unspecified) | 15 | -1.5 | i
Cc1sc(-n2c(C)cc(C=C3C(=O)NC(=O)NC3=O)c2C)c(C#N)c1C | 6 | 0.2 | i
COc1ccc(OC)c(-n2c(O)c(C=NCCN3CCNCC3)c(=O)[nH]c2=S)c1 | 5 | -0.9 | i
COc1cccc(C(=O)N2C[C@H]3C[C@@H](C2)c2cccc(=O)n2C3)c1 | 10 | 0.2 | i
Cc1ccc(CN(Cc2ccccc2)C(=S)NCC(=O)N2CCC3(CC2)OCCO3)o1 | 23 | -0.8 | i

# (list continues)
Structure | OX1R antag | STK33 kinase inh | KCNQ2 inh
Cc1cccc(CN2CCN(c3ccc(Cl)cc3)CC2)c1 | 3 | -1.1 | i
c1ccc2sc(C3CCCNC3)nc2c1 (stereo unspecified) | 16 | 0.3 | i
Cc1ccc(-n2c(O)c(/C=N/N3CCCCCC3)c(=O)[nH]c2=O)cc1C | 14 | 0.3 | i
Fc1ccc(CCNCc2ccc(Cl)c(Cl)c2)cc1 | 19 | 0.1 | i
CCCCn1c(=O)c(C(=O)Nc2ncccc2C)c(O)c2ccccc21 | -1 | 0.3 | i
CCN(CC)c1ccc(N=Cc2c(O)n(-c3ccc(Cl)cc3)c(=O)[nH]c2=O)cc1 | 8 | 3.6 | i

# Compound activity (PubChem)
